Assay outcomes as filed in PubChem.
RPL19A-GFP yeast = modulators of TOR pathway RPL19A-GFP in S. cerevisiae | S. cerevisiae RPL19A-GFP strain, flow cytometry, 3 h; hits give low values | percent response vs DMSO, % at 10 µM | actives 0.3% (n = 330,000);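 active = percent response vs DMSO below 50%; inconclusive = fewer than 70 events counted for the yeast strain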;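 note: median channel GFP fluorescence of the barcoded RPL19A-GFP strain; ratio of sample median GFP to plate DMSO average so 100% = DMSO; lower means less RPL19A-GFP as with rapamycin TOR inhibition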
JMJD2C inh = inhibitors of human GASC-1 (JMJD2C) demethylase | actives 0.069% (n = 330,000) | GST-JMJD2C(1-420) H3K9me3 demethylation, DELFIA europium | AID 2099 | Q9H3R0 | inhibition, % at 2.35 µM;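 active = more than half of a compound's replicate wells show inhibition beyond 50%, single wells judged on their own value; inconclusive = some, but no more than half, of replicates pass 50% inhibition; inactive = no replicate passes 50% inhibition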;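 note: signal counts dimethyl H3K9 product captured on neutravidin plate; 0% = median of DMSO wells and 100% = 0.3 times that DMSO median; strong numbers were not always called active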
Target sequence (Q9H3R0 1-420 limits assumed): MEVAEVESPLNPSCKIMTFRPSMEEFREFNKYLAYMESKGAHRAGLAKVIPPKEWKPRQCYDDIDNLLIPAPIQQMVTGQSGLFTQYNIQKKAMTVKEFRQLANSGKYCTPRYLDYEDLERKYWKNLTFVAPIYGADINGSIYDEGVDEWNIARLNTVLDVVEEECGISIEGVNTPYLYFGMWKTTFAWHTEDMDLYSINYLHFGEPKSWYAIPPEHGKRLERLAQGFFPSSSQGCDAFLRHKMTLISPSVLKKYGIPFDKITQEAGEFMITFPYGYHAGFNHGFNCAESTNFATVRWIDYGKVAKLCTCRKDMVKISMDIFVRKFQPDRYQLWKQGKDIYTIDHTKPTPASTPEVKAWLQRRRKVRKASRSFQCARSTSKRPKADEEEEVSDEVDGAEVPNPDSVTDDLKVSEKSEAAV
LAP4 TOR yeast = modulators of TOR pathway LAP4-GFP in S. cerevisiae. S. cerevisiae LAP4-GFP multiplex, flow cytometry GFP, 3 h; median GFP as percent of DMSO wells. GFP response vs DMSO, % at 10 µM. actives 0.34% (n = 320,000). AID 2023;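 active = GFP response vs DMSO above a set limit, about the screen mean plus 3 SD, cut at about 150% in these data; inconclusive = under 70 cell events counted for the yeast strain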
AHR act = activates the human aryl hydrocarbon receptor; AHR-responsive luciferase reporter cells, luminescence; activation, % at 5 µM; actives 2.5% (n = 320,000); AID 2796; in the data active = activation above about 47%;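 note: 0% = vehicle wells and 100% = reference agonist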
proCasp3 act = procaspase-3 (human) activation; activation, % at 8.5 µM; AID 463141; recombinant procaspase-3 D3A, Ac-DEVD-pNA absorbance 405 nm; P42574; actives 0.11% (n = 330,000);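 active = activation above the mean of all tested compounds plus 3 SD, cut at about 21% in these data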;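 note: 0% = DMSO alone and 100% = DMSO wells spiked with extra 5 µM PC-3 D3A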
Target sequence (P42574 whole entry D9A/D28A/D175A): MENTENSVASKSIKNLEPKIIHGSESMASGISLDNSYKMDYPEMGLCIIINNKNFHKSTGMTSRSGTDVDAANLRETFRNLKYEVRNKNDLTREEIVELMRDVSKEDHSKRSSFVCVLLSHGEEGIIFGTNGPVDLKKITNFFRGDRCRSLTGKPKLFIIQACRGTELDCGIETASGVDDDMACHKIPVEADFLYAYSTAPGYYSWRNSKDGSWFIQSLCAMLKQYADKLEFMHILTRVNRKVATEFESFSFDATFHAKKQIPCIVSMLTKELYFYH
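Test system: Procaspase-3 D3A mutant; medium: Zinc-free HEPES/NaCl buffer with 0.01% Triton X-100 at pH 7.4; reagent: DEVD-pNA substrate; doses: one concentration, 8.5 µM nominal, 0.8% DMSO; times: 1 h preincubation plus 2 h reaction at 25 °C; signal: Epi-absorbance at 405 nm of released p-nitroaniline, 0 and 120 min; replicates: singlicate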
procasp7 counter = activates human procaspase-7, counter-screen for procaspase-3 activators | P55210 | recombinant procaspase-7, Ac-DEVD-pNA absorbance 405 nm; D23A/D198A/D206A triple mutant, cannot self-cleave; scale: DMSO 0, 5 µM enzyme 100 | activation, % at 8.5 µM | actives 0.093% (n = 330,000) | AID 463210;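 active = percent activation above the screen-wide mean plus 3 SD, cut at about 25% in these data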
Target sequence (P55210 whole entry D23A/D198A/D206A): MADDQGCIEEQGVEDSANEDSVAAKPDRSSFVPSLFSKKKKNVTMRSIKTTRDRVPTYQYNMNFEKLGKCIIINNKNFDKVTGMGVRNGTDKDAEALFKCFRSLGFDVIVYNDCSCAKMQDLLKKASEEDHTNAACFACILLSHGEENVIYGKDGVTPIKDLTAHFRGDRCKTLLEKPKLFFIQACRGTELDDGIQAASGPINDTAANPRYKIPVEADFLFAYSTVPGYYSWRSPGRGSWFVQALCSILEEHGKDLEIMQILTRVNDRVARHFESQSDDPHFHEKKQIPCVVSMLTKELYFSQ
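Assay system: Uncleavable procaspase-7 mutant enzyme | Input: 2 µM procaspase-7 mutant as dispensed | Timing: 1 h compound preincubation, 2 h substrate cleavage, 25 °C | Repeats: One well per compound | Control set: DMSO wells as 0%, DMSO with 5 µM added PC-7 as 100% | Technique: Epi-absorbance of released pNA at 405 nm, two timepoints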
MEP2 TOR yeast = yeast TOR pathway MEP2-GFP modulation; S. cerevisiae MEP2-GFP strain, flow cytometry GFP, 3 h; 100% = DMSO control level; GFP response vs DMSO, % at 10 µM; actives 0.51% (n = 330,000); AID 2016;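 active = GFP response versus DMSO above a set limit, roughly screen mean plus 3 SD, cut at about 180% in these data; inconclusive = fewer than 70 cells counted for a yeast strain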;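 note: median GFP fluorescence of the barcode-gated MEP2-GFP cells per well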
Yeast superoxide = caloric restriction mimetics inhibiting age-related superoxide in yeast; S. cerevisiae aged cells, superoxide DHE fluorescence; hits give low values; actives 0.18% (n = 330,000); AID 2690; superoxide response (% of plate mean), % at 10 µM;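 active = superoxide response under a set limit, about three screen SD below normal, cut at about 65% in these data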;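 note: yeast aged for seven days with compound at 30 °C before DHE staining; 100% = average MFI of all compound-treated wells on the plate with controls excluded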
* marks the source's active call; other numbers are inactive results; ? = inconclusive; · = no result given; [ ] = another dose, or the depositor's remark.

entry	mol	proCasp3 act	JMJD2C inh	MEP2 TOR yeast	Yeast superoxide	procasp7 counter	AHR act	LAP4 TOR yeast	RPL19A-GFP yeast
1	O=C(NCC1CC1)c1ccc(Nc2nc3ccc(Br)cc3[nH]2)cc1	-4	4	99	101	-1	31	108	110
2	Cc1cc(C)n(-c2nc3c(c(=O)[nH]c(=O)n3C)n2Cc2ccc(F)cc2)n1	5	-5	94	85	-3	3	85	89
3	O=C(NC1CCCC1)C(c1ccncc1)N(C(=O)c1csnn1)c1ccc(Cl)cc1 (stereo not drawn)	-2	-4	97	86	-11	25	92	97
4	CC(Sc1nc(=O)cc(N)n1CCc1ccccc1)C(=O)NCc1ccccc1 (stereo not drawn)	-7	1	115	93	14	3	119	100
5	CCCC(=O)Nc1nn(C)c2nc3ccc(C)cc3cc12	4	-6	123	96	-12	7	87	96
6	COC(=O)c1ccc(CSc2nnnn2-c2ccccc2)o1	-4	-4	108	100	-3	1	100	101
7	COC(=O)c1cc(OC)cc(O)c1C(=O)c1c(O)cc(C)cc1O	4	14	106	105	-1	1	103	94
8	O=C(Nc1nc2cc3c(cc2s1)OCCO3)c1ccco1	3	12	96	99	-2	-10	97	99
9	CCCCC(CC)C(=O)NCCCN1CCN(CCCNC(=O)C(CC)CCCC)CC1 (stereo not drawn)	-1	-2	100	98	3	0	90	92
10	c1ccc(Cc2nn3c(COc4ccccc4)nnc3s2)cc1	-8	6	99	108	-18	4	104	99
11	Cc1cc(C)n(-c2cc(-c3ccccc3)nc(C)n2)n1	2	1	103	105	9	8	106	106
12	COc1cc(OC)cc(C(=O)N[C@H](C(=O)Nc2cc(F)ccc2C)C(C)C)c1	6	1	111	106	-4	4	99	104
13	COc1ccc(-c2nnc(SC(C)C(=O)Nc3cccc(Cl)c3)o2)cc1 (stereo not drawn)	9	3	94	109	0	15	106	93
14	COc1ccccc1C(=O)N1CCN(Cc2nc3cc([N+](=O)[O-])ccc3n2C)CC1	0	3	95	92	6	4	94	100
15	CNC(=S)NCc1ccc(Cl)cc1	8	-11	96	96	7	-3	95	98
16	Cc1ccc(S(=O)(=O)N2[C@@H](c3ccccc3F)C(C(=O)O)=CC[C@H]2c2cccs2)cc1	1	·	93	87	12	0	129	98
17	COc1cccc(CCN2CCC(CNS(=O)(=O)c3cc(-c4cc(C)no4)ccc3C)CC2)c1	6	1	163[may fluoresce violet]	85	14	0	64[may fluoresce violet]	15*[may fluoresce violet]
18	Cc1cc(C(C)(C)CC(C)(C)C)ccc1OCCOCC[N+](C)(C)Cc1ccccc1	4	·	105	95	5	1	98	96
19	C=CCN=C1NN=C(c2cc(C)n(CC=C)c2C)CS1	-10	7	101	105	-20	10	93	103
20	O=S(=O)(c1ccc(Cl)c2ccccc12)N1CCCC1	-3	6	107	94	-6	2	112	98
21	COCC(=O)Nc1cc(C)cn(Cc2ccc(F)cc2)c1=O	-2	-24	119	104	2	-1	107	104
22	Cc1ccccc1OC(C)C(=O)Nc1ccc2c(c1)OCCO2 (stereo not drawn)	-8	-7	98	100	-4	0	112	96
23	O=C(CN1C(=O)c2cccnc2Oc2ccc(Cl)cc21)NC1CCCCC1	-8	-10	105	101	0	-1	103	98
24	O=C(NCCN1C(=O)S/C(=C\c2ccc(Cl)c(Cl)c2)C1=O)c1ccc2c(c1)C(=O)N(Cc1ccncc1)C2=O	-1	-30	93	100	9	1	80	102
25	Cc1nc(NC(=O)c2ccco2)sc1C(=O)O	4	23	103	82	14	8	98	102
26	CC1CCN(S(=O)(=O)c2ccc(NC(=O)C3CSC4(C)CCC(=O)N34)cc2)CC1 (stereo not drawn)	0	3	101	100	1	1	104	98
27	Cc1ccc(N2CC(C(=O)NC3CCSC3=O)CC2=O)cc1 (stereo not drawn)	3	-9	111	85	1	0	102	100
28	CC(C)CNC(=O)C(=O)NCC1OCCN1S(=O)(=O)c1cccs1 (stereo not drawn)	-2	-40	97	86	7	-5	89	99
29	COc1ccc(N2CCN(C(=O)C3CCC(Cn4c(=S)[nH]c5ccccc5c4=O)CC3)CC2)cc1 (stereo not drawn)	-2	1	95	84	1	2	92	90
30	Cc1cc(C)c2sc(NNC(=O)c3ccc(S(=O)(=O)N4CCc5ccccc5C4)cc3)nc2c1	-8	-25	103	129	-35	14	114	103
31	O=C(NCCC1=CCCCC1)C1CC(=O)N(C2CCCCC2)C1 (stereo not drawn)	-6	·	107	109	0	0	104	98
32	COc1ccc(-c2[nH]ncc2CN2CCN(Cc3cccs3)CC2)c(F)c1	-3	0	99	108	0	3	88	95
33	Cc1cc(=O)[nH]c(Nc2cccc(F)c2)n1	1	1	111	97	2	4	104	110
34	CCC1CCCCN1CCCNC(=O)C1CCCN(c2ncnc3c2nc2n3CCCCC2)C1 (stereo not drawn)	-1	-5	93	97	5	0	84	89
35	O=[N+]([O-])c1ccccc1S(=O)(=O)Nc1ccc2c(c1)OCCO2	·	6	107	102	·	·	96	106
36	CC(=O)N1c2ccc(S(=O)(=O)NCC3CCC(C(=O)N4CCCCC4)CC3)cc2CC1C (stereo not drawn)	5	-21	103	99	12	4	147	90
37	Cn1nc(C(=O)N2CCc3ccccc3C2)c2ccccc2c1=O	-3	-7	102	98	6	-1	100	98
38	CCN1CCN(c2ccc(NC(=O)c3cc4ccccc4cc3OC)cc2C)CC1	-1	·	95	98	18	7	107	93
39	COc1ccc(OCc2cc(C(=O)NCC3CCOCC3)no2)c(Cl)c1	1	8	105	101	7	3	105	101
40	COc1cc(/C=C2\C(=N)N3N=C(C)SC3=NC2=O)cc(OC)c1OCCOc1ccccc1C	11	1	106	96	10	2	85	103
41	CCc1ccc(NC(=O)NCc2ccc3c(c2)OCO3)cc1	6	-12	110	97	-4	8	85	117
42	O=C(c1noc2c1CCCC2)N1CCCC(N2CCN(c3ccccc3F)CC2)C1 (stereo not drawn)	1	-6	103	89	-15	4	90	100
43	O=C(c1cccc(C(F)(F)F)c1)N1CCC(O)(CS(=O)(=O)Cc2ccccc2Cl)CC1	0	-2	99	94	10	2	101	97
44	Cc1[nH]nc2oc(=O)c(CCO)c(C)c12	2	-7	99	109	6	-2	97	99
45	Cc1ccc(S(=O)(=O)Oc2ccc(/C=N/NC(=O)c3c(Cl)cnn3C)cc2)cc1	5	12	99	111	-2	3	105	100
46	COc1ccc(CCNC(=O)c2cc(C)oc2C)cc1OC	-1	3	93	91	1	1	90	97
47	C/C(CCc1ccco1)=N/NC(=O)CCC(=O)Nc1cccc(Cl)c1	-1	-29	107	106	-8	13	104	107
48	O=C(c1ccc2nccnc2c1)N1CCCC(Nc2ccc(F)c(F)c2)C1 (stereo not drawn)	3	-1	122	122	-13	2	112	96
49	Cc1nn(CC(=O)Nc2ccncc2)c(C)c1[N+](=O)[O-]	-11	4	105	89	-8	1	95	101
50	CC(C)CCNC(=O)c1onc(CSc2ccccn2)c1C(=O)NCCC(C)C	-13	-2	92	110	-9	-1	113	95
51	CCC(=C(c1ccc(OC)cc1)c1ccc(OC)cc1)c1cn(CC(O)CN2CCN(C)CC2)c2ccccc12 (stereo not drawn)	-2	-5	110	80	9	1	116	102
52	CCOc1ccc(C(=O)NCC(=O)N2CCC3CCCCC3C2)cc1OCC (stereo not drawn)	-1	-5	99	84	14	-1	103	99
53	COc1ccc(C2NC(=O)c3sc(=S)n(-c4ccccc4)c3N2)cc1 (stereo not drawn)	-3	5	103	95	-6	7	100	98
54	Cc1cc(NC(=O)CC(F)(F)F)n(-c2ccccc2)n1	9	5	111	93	-2	-3	96	106
55	Cc1ccoc1C(=O)Nc1cccc(Oc2ccccc2)c1	-4	-10	96	90	1	-12	107	95
56	CCN(CC)S(=O)(=O)c1ccc2c(c1)c(C(=O)O)cn2C	6	7	100	103	-8	3	103	97
57	CCOC(=O)C1CCCN(C(=O)c2ccc3c(=O)n(Cc4ccccc4OC)c(=S)[nH]c3c2)C1 (stereo not drawn)	-1	-24	115	111	4	0	106	106
58	O=[N+]([O-])c1cc(NS(=O)(=O)c2ccc(Cl)nc2)ccc1Cl	9	5	109	116	3	5	106	100
59	COC(=O)c1ccc(C(=O)OCCCc2nc3ccc(N)cc3[nH]2)cc1	-6	8	111	108	1	0	104	100
60	CCOC(=O)C1CCN(C(=O)CCCn2c(=O)c3cccn3c3cccnc32)CC1	-5	4	95	106	-4	0	107	99

Other records:
entry	mol	proCasp3 act	JMJD2C inh	MEP2 TOR yeast	Yeast superoxide	procasp7 counter	AHR act	LAP4 TOR yeast	RPL19A-GFP yeast
61	COc1cc(C2C(C(=O)c3ccc(C)o3)=C(O)C(=O)N2CCCn2ccnc2)cc(OC)c1OC (stereo not drawn)	-13	10	105	104	-65	9	76	116
62	CC(C)Nc1nnc(SC(C)C(=O)N(C)C2CCCCC2)s1 (stereo not drawn)	7	0	106	98	1	7	107	96
63	COc1ccc(C(=O)COc2ccccc2N2C(=O)C3C4C=CC(C4)C3C2=O)cc1 (stereo not drawn)	0	-6	101	84	1	14	103	97
64	Cc1cc(C(=O)NC2CC(C)(C)Cc3c2cnn3-c2cccc(F)c2)n(C)n1 (stereo not drawn)	4	-6	103	89	-2	-2	88	104
65	Nc1nc(N2CCN(C(c3ccccc3)c3ccccc3)CC2)n[nH]1	2	1	93	115	-4	0	99	95
66	CCCCOC(=O)/C=C/c1c(C)[nH]c(=O)[nH]c1=O	-5	-1	102	104	6	10	86	101
67	Cc1ccccc1N(C)S(=O)(=O)c1nnc(NC(=O)c2ccco2)s1	10	6	112	131	7	-1	93	105
68	CCOC(=O)CC1(NC(=O)c2cc(COc3cncc(Cl)c3)on2)CCCCC1	3	-9	119	110	-11	14	108	97
69	O=C(/C=C/c1ccco1)N1CCN(c2ncccn2)CC1	2	4	103	112	1	22	98	101
70	O=C(CS(=O)(=O)c1ccc(Br)cc1)N1CCOCC1	4	-14	102	95	12	-2	97	101
71	Cc1ccc(C(=O)N2CCN(c3ncccn3)CC2)o1	-7	2	?	95	8	-3	?	?
72	Cc1ccccc1NC(=O)CSC1=NCCN1	3	4	93	106	9	4	98	96
73	Cc1cc(/C=N/n2c(COc3ccccc3)nc3ccccc3c2=O)c(O)c([N+](=O)[O-])c1	3	-8	93	87	2	17	103	103
74	CCc1ccc(NS(=O)(=O)c2ccc(OC)c3ncccc23)cc1	-1	1	87	110	12	1	93	88
75	CC(C)Nc1nc(Cl)nc(Nc2ccccc2)n1	-6	0	99	99	5	6	85	105
76	CSc1ccc(Cl)c(C(=O)N2CCN(c3ncccn3)CC2)c1	-3	-3	99	108	2	1	104	101

2 entries from above, in transposed form:
[74] CCc1ccc(NS(=O)(=O)c2ccc(OC)c3ncccc23)cc1
[75] CC(C)Nc1nc(Cl)nc(Nc2ccccc2)n1

assay / entry | 74 | 75
proCasp3 act | -1 | -6
JMJD2C inh | 1 | 0
MEP2 TOR yeast | 87 | 99
Yeast superoxide | 110 | 99
procasp7 counter | 12 | 5
AHR act | 1 | 6
LAP4 TOR yeast | 93 | 85
RPL19A-GFP yeast | 88 | 105
